Screening data as filed in PubChem.
Cdc25B block: inhibitors of Cdc25B phosphatase catalytic domain, primary screen, biochemical, OMFP fluorescence; inhibition, %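 (compounds tested at 10 µM final in the well)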; recombinant Cdc25B, OMFP fluorescence Ex485/Em525; AID 368, 2006; actives 0.1% (n = 65,000); in the data active = inhibition above about 50%
JNK3 inh: JNK3 kinase activity inhibitors, primary screen, biochemical, human, purified enzyme. HTS. inhibition, % at 8 µM. actives 0.61% (n = 60,000); in the data active = inhibition above about 17%;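 also: 0% = DMSO and 100% = reference inhibitor; many of its hits are not listed in these tables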
Jurkat viability: cytotoxicity toward Jurkat T cells, primary screen, cytotoxicity control, cell-based, Jurkat E6.1, 60K MLSMR library; Jurkat E6.1 viability, ATP luminescence, 48 h; inhibition, % at 4 µM; actives 1.2% (n = 56,000); AID 463, 2006;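 active = inhibition above the mean inhibition of all tested compounds plus 3 SD, cut at about 28% in these data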
DUSP1 inh: MKP-1 phosphatase inhibitors, primary screen, biochemical, in vitro; recombinant MKP-1, OMFP hydrolysis fluorescence; actives 0.15% (n = 65,000); inhibition, %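 (compounds tested at a single concentration somewhere between 10 and 100 µM)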;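 active = inhibition above about 50%, limit read from the data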;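 also: 0% = DMSO max control wells and 100% = wells with enzyme stopped by NaOH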
MMP13 inh: human MMP13 inhibitors, primary screen, biochemical, FRET peptide cleavage. Collagenase 3 (Homo sapiens), P45452. MMP-13 fTHP FRET cleavage, Mca fluorescence. inhibition, % at 4 µM. actives 0.07% (n = 65,000). AID 570, 2006;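 active = inhibition above the mean of compound-free control plate wells plus 3 SD, cut at about 14% in these data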;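 also: 0% = DMSO wells and 100% = wells with reference MMP-13 inhibitor after basal subtraction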
TNAP act DEA: human TNAP enzyme activators, primary screen, biochemical, luminescent, intermediate phosphate acceptor level | Alkaline phosphatase, tissue-nonspecific isozyme (Homo sapiens), P05186 | purified TNAP, CDP-star luminescence, 100 mM DEA, 30 min; hits give high values; scale: 0 levamisole-inhibited, 1 vehicle-only enzyme | activation factor at 20 µM | 64,000 tested, under 10 active;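 active = activation factor of at least 2 at 20 µM, relative to controls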
ROCK2 inh: inhibitors of human ROCK2 kinase, primary screen, biochemical, high-throughput, luminescence; Rho-associated protein kinase 2 (Homo sapiens), O75116; purified ROCK2, Kinase-Glo ATP depletion luminescence; inhibition, % at 6 µM; actives 0.35% (n = 60,000); AID 604, 2007;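 active = inhibition above the screen-wide mean inhibition plus 3 SD, cut at about 18% in these data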;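 also: plate controls were DMSO wells for no effect and Y-27632 control wells after no-enzyme background subtraction for full effect; many of its hits are not listed in these tables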
HEK293 NFkB inh: inhibitors of PMA/ionomycin-induced NF-kB reporter, primary screen, antigen receptor NF-kB inhibitor project, cell-based, HEK-293 luciferase reporter, luminescence; HEK-293 NF-kB luciferase reporter; inhibition, % at 3 µM; actives 0.21% (n = 62,000); AID 465, 2006;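 active = inhibition above the mean of all tested compounds plus 3 SD, cut at about 40% in these data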;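 also: 0% = stimulated DMSO wells and 100% = 10 µM reference inhibitor 5653914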
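Reagent: PMA plus ionomycin mix as NF-kB-activating stimulus. Assay system: NF-kB luciferase reporter HEK-293 cells. Technique: luminescence from luciferase substrate reagent. Incubation: 1 h compound pre-incubation, 16 h PMA/ionomycin at 37 °C. Benchmarks: DMSO only as uninhibited control, 10 µM reference inhibitor as full inhibition. Repeats: tested once.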
PKA inh: inhibitors of human PKA kinase activity, primary screen, biochemical, ATP-depletion luminescence, Kemptide substrate. cAMP-dependent protein kinase catalytic subunit alpha (Homo sapiens), P17612. PKA Kemptide phosphorylation, Kinase-Glo ATP luminescence. inhibition, % at 6 µM. actives 0.1% (n = 65,000);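 active = inhibition above the screen-wide mean inhibition plus 3 SD, cut at about 21% in these data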; also: many of its hits are not listed in these tables
* marks the source's active call; other numbers are inactive results; . = no result given.

Compound	ROCK2 inh	MMP13 inh	HEK293 NFkB inh	PKA inh	JNK3 inh	Cdc25B block	TNAP act DEA	Jurkat viability	DUSP1 inh
Cc1oc(/N=C/c2ccccc2O)c(C#N)c1C	3	1	15	5	6	4	0.9	-2	6
CCn1c(=O)cc(SCC(=O)N2CCC(C)CC2)c2ccccc21	3	-2	10	-1	-5	-5	0.9	-5	21
CCC(C)(C)NC(=O)C(c1ccc(F)cc1)N(Cc1ccco1)C(=O)CCC(=O)Nc1ccccn1 (configuration not stated)	-2	-1	-8	6	-1	-1	1	-5	29
Cn1c(=O)c2c(SCC(=O)N3CCN(c4ccccc4)CC3)nc(C3CC3)nc2n(C)c1=O	2	-1	15	-1	6	-4	1	-16	14
CCN(CCNS(=O)(=O)c1ccc2[nH]c(=O)sc2c1)c1ccccc1	4	-6	20	9	-5	-11	0.9	9	-14
O=C(CSc1nc2ccccc2o1)NCCOc1ccccc1	-4	2	3	5	-4	-21	0.9	-4	-19
Cc1ccccc1OCC(=O)NCCN1CCCC1	5	2	14	10	4	-1	1	-1	-3
Cc1ccc(S(=O)(=O)c2c(N)n(/N=C/c3ccco3)c3nc4ccccc4nc23)cc1C	3	-48	15	13	1	1	1	0	10
CC(=O)c1nc2ccccc2n1S(=O)(=O)c1ccc(Cl)cc1	.	-17	-2	6	.	-8	0.9	.	-2
Cc1c(C(=O)N2CCN(c3ccccc3)CC2)sc2ncnc(N3CCN(c4ccccc4)CC3)c12	0	-10	20	3	0	-8	0.8	6	-1
Cc1ccc(N2CCN(S(=O)(=O)c3ccc(F)cc3)CC2)c(C)c1	-4	7	10	4	3	-5	1	-11	0
Cc1cccc(OCC(O)Cn2c(-n3nc(C)cc3C)nc3c2c(=O)[nH]c(=O)n3C)c1 (configuration not stated)	8	0	19	8	6	-5	0.9	1	-28
CCC(=O)Nc1ccc(Br)c(Cl)c1	4	0	-5	7	6	2	1	6	22
CCOC(=O)CSc1ccc2nnc(-c3ccccc3)n2n1	3	-29	7	0	6	6	0.9	-10	8
CCOC(=O)C(NC(=O)c1ccc(F)cc1)(Nc1nnc(C)s1)C(F)(F)F (configuration not stated)	5	-2	8	7	0	-4	1	-1	2

Single records, from the list above.
CCN(CCNS(=O)(=O)c1ccc2[nH]c(=O)sc2c1)c1ccccc1 as listed: ROCK2 inh = 4; MMP13 inh = -6; HEK293 NFkB inh = 20; PKA inh = 9; JNK3 inh = -5; Cdc25B block = -11; TNAP act DEA = 0.9; Jurkat viability = 9; DUSP1 inh = -14
CCOC(=O)C(NC(=O)c1ccc(F)cc1)(Nc1nnc(C)s1)C(F)(F)F (configuration not stated) as listed: ROCK2 inh = 5; MMP13 inh = -2; HEK293 NFkB inh = 8; PKA inh = 7; JNK3 inh = 0; Cdc25B block = -4; TNAP act DEA = 1; Jurkat viability = -1; DUSP1 inh = 2

Following part
Compound	ROCK2 inh	MMP13 inh	HEK293 NFkB inh	PKA inh	JNK3 inh	Cdc25B block	TNAP act DEA	Jurkat viability	DUSP1 inh
Cc1ccc(C(C)C)c(OCC(=O)Nc2ccc(N3CCN(S(C)(=O)=O)CC3)cc2)c1	4	3	1	7	1	-2	1	-2	23
COc1cccc(NC(=O)N2CCCC(C(=O)Nc3ccccc3OC)C2)c1 (configuration not stated)	1	6	9	0	1	8	0.9	1	-15
O=C(OCC1COc2ccccc2O1)c1ccccc1F (configuration not stated)	3	6	11	5	-8	-3	0.9	-4	-1
COC(=O)c1ccc(NC(=O)CCn2c(=O)oc3ccccc32)cc1	-3	-9	11	-5	4	-5	0.9	2	4
Cc1cccc(C)c1NC(=O)c1cc(S(=O)(=O)N2CCOCC2)ccc1F	.	2	10	5	.	-11	1	.	-16
COc1ccc(OCCN2CCN(C3CC(=O)N(CCC(C)C)C3=O)CC2)cc1 (configuration not stated)	.	1	16	-4	.	-9	1	.	4
Cc1c(C#N)c2ncnc(-c3ccccc3)c2n1-c1ccccc1	8	-12	18	10	4	-8	0.9	11	2
CC(=O)c1c(C)[nH]c(C(=O)OCC(=O)Nc2ncc(Cl)c(C)c2Cl)c1C	10	-3	5	5	7	10	0.9	3	28
COc1cc2cc(CN(CCN3CCCC3)C(=O)Nc3ccc(F)cc3)c(=O)[nH]c2cc1OC	-6	-26	13	2	-4	0	1	5	3
Cc1ccc(Cn2nnc3c(=O)n(CC(=O)N4CCN(c5ccccc5)CC4)cnc32)cc1	3	1	10	8	-4	4	.	3	24
COc1cc(C2C(C#N)=C(N)OC3=C2C(=O)CCC3)cc(OC)c1OC(=O)N1CCOCC1 (configuration not stated)	-4	2	27	-3	-8	-8	0.9	-7	8
O=C(NCc1ccccn1)C1CCN(S(=O)(=O)c2cnc[nH]2)CC1	3	-2	21	2	-3	-14	0.9	-4	-16
COC(=O)C1=C(N)Oc2cc(C)n(CCCn3ccnc3)c(=O)c2C1c1cccc(Cl)c1 (configuration not stated)	0	2	18	-5	-1	-10	0.9	1	-13
c1ccc(-c2nnc3sc(-c4cc5ccccc5o4)nn23)cc1	4	0	9	2	0	-2	0.9	-5	22
O=C(Nc1ccc2c(c1)OCCO2)C1CCCN1S(=O)(=O)c1ccc(Cl)cc1 (configuration not stated)	3	-1	4	7	-3	-1	0.9	-6	1
NC(=O)CSc1nnc(-c2ccncc2)n1CCc1ccccc1	-1	3	11	2	-1	-8	1	0	1
N#Cc1c(-c2ccccc2)nc(N2CCOCC2)[nH]c1=O	5	-1	17	7	4	-10	.	-3	7
CCCc1nc(NC(C)=O)c(C#N)c(-c2ccco2)c1CC	6	-8	12	6	-1	5	1.1	2	-10
O=C(NCCC1=CCCCC1)c1ccc(Cl)c(S(=O)(=O)N2CCOCC2)c1	3	6	11	2	-2	-2	1	16	5
CC1C=Cc2ccccc2N1C(=O)c1ccccc1 (configuration not stated)	3	4	10	6	0	-6	0.9	-2	-1
CN(C)c1ccc(C=Nc2ccccc2C(N)=O)cc1	6	-14	-11	2	-11	-28	0.9	4	3
O=C(OCC(=O)c1cccs1)C1=COCCO1	-2	-7	-11	0	1	-14	0.8	-1	-9
Cc1cccc(-c2nnc(SCC#N)n2-c2cccc(Cl)c2)c1	2	-4	3	0	2	-15	0.9	3	12
COC(=O)c1[nH]c2cccc(OC)c2c1NC(=O)CCN1CCN(c2cccc(Cl)c2)CC1	6	-31	22	10	0	-1	0.9	12	20
CCOC(=O)N1CCN(C(=O)CSc2nc3c(cnn3-c3ccccc3)c(=O)[nH]2)CC1	1	1	13	-4	1	0	1	7	6
CC(C)Oc1ccc(NC(=O)Oc2ccccc2)cc1	0	1	-2	-3	-2	-2	1	-5	-8
NC(N)=NC(=O)c1nc(Cl)c(N)nc1N	-9	-64	.	-6	0	4	0.9	.	-3
Cc1ccc(C23CC4CC(CC(NC(=O)N5CCN(C)CC5)(C4)C2)C3)cc1	10	2	15	6	-2	-7	0.9	7	-13
CC(C)CNc1nc(Oc2ccc(=O)n(-c3ccccc3)n2)nc(N2CCOCC2)n1	2	0	5	1	4	-4	0.9	-6	4
COc1ccc(OCc2nnc(SCC(=O)NCc3ccco3)o2)cc1	4	-2	8	11	-4	-5	0.9	-4	-25
Cc1ccc(-c2nc(CS(=O)CC(=O)NCCC(C)C)c(C)o2)cc1 (configuration not stated)	3	-5	11	5	0	-12	0.9	2	-3
CC(C)(C)OC(=O)N[C@@H](Cc1ccccc1)c1nnc(S(=O)(=O)Cc2cccc(F)c2)o1	0	0	3	4	13	-17	1	20	17
COc1ccccc1NC(=O)CNC(=O)c1ccc(F)cc1	-1	4	-4	7	5	-4	1	7	9
O=C(Nc1ccccc1C(=O)N1CCOCC1)c1ccncc1	7	5	9	2	-5	-10	1	-1	5
COc1cc(C(=O)Oc2c(CN3CCOCC3)cc(Cl)c3cccnc23)cc(OC)c1OC	0	-3	12	-6	-1	-8	0.9	7	6
CCOc1cccc(-c2nn3c(-c4ccccn4)nnc3s2)c1	-2	-11	.	-4	-3	6	0.9	.	-18
CCOC(=O)C1=C(N)N(c2ccc(N3CCCCC3)cc2)C(=O)C1	4	4	20	3	-7	-2	1	-3	6
Cc1ccc(C)c(-n2c(SCC(N)=O)nnc2-c2ccccn2)c1	2	-2	17	3	1	3	1	2	24
COc1ccc(C)cc1NC(=O)C1CCCN1S(=O)(=O)c1ccc2c(c1)CCC(=O)N2 (configuration not stated)	5	5	10	0	-2	-11	0.9	-6	1
COc1cccc(C2=NOC(C(=O)NCc3ccccc3)C2)c1 (configuration not stated)	4	-2	-7	7	8	-7	0.9	3	0
c1ccc(CN2C3=NCCCN3c3ccccc32)cc1	3	-3	0	-4	3	1	0.7	1	-6
Cc1cccc(NC(=O)C2CCN(S(=O)(=O)c3cccs3)CC2)n1	.	4	15	2	.	-6	0.9	.	29
Cn1c(SCc2ccc(F)cc2)nnc1-c1cccs1	9	4	-34	15	2	0	0.9	-2	5
CCOc1ccc(OCC)c(NC(=O)CN2CCN(c3cccc(C)c3)CC2)c1	.	2	19	9	.	-34	0.9	.	1
CC(C)(C)Nc1nc(C(N)=O)nc(N2CCOCC2)n1	18	3	12	16	0	2	.	7	5
COc1cccc(N(C(=O)Cn2nnc3ccccc32)C(C(=O)NCc2ccco2)c2cccnc2)c1 (configuration not stated)	1	3	27	9	-6	4	1	-7	35
CCN=C1SC(C(=O)Nc2ccc(Cl)c(Cl)c2)CC(=O)N1CC (configuration not stated)	8	6	.	0	-4	7	1	.	-28
Cc1coc(C)c1C(=O)CC1(O)C(=O)N(CCc2ccccc2)c2ccccc21 (configuration not stated)	4	-9	12	6	2	-9	0.9	-2	31
CCNc1nc(NC(C)C)nc(NS(=O)(=O)c2ccc(Cl)cc2)n1	-4	4	17	-4	0	-1	1	9	-31
CCN(CC)S(=O)(=O)c1ccc2c(c1)c(=O)c(C(=O)NCCOC)cn2C	-1	-2	14	2	1	-7	0.8	0	-4
COCCn1c(COc2ccc(Cl)cc2)nnc1SCC(N)=O	0	-7	3	0	-10	-18	0.9	1	-8
COc1ccc(CNC(=O)CSc2ncnc3nc[nH]c23)cc1	-4	-2	11	-6	-3	6	0.9	11	24
Cn1c(=O)c2cn(Cc3ccc(Cl)cc3)cc2n(C)c1=O	-2	5	11	-2	0	-9	0.9	1	0
CCC(Sc1nncn1C)C(=O)Nc1nnc(-c2ccc(Cl)cc2)s1 (configuration not stated)	4	-2	6	5	-2	-32	0.8	-2	-7
O=C(NC1CCCCC1)c1ccc(Cn2cc(Br)cn2)o1	5	1	1	9	2	-6	1	6	21
Cc1ccnc(SCCn2c(N3CCC(C)CC3)nc3c2c(=O)n(C)c(=O)n3C)n1	-11	0	8	-10	-9	-7	.	6	20
O=c1c2ccccc2nnn1CSc1nnc(Nc2ccccc2)s1	-1	3	-1	-8	2	-14	0.9	-2	0
CCCNC(=O)c1cc(SC)ccc1Cl	8	-2	3	5	7	-5	0.9	-6	-12
